# Tat export inh – E. coli Tat export inhibitors, primary screen, MC4100, TorA-mCherry reporter, fluorescence, single point; inhibition, % at 10 µM; 0.036% of 340,000 active;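 active = mean replicate inhibition at least 50% and at least half of replicates individually reaching 50%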;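 also: exported cargo escapes ClpAP degradation while cytoplasmic cargo is degraded and loses fluorescence; 0% = median of neutral control wells and 100% = median of NaSCN control wells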
# PKA-R2B act – activators of PKA-R2B holoenzyme, primary screen, biochemical, fluorescence polarization, Cy5-IP20, human; PKA-R2B holoenzyme dissociation; R2B truncated from residue 108, S112A mutant; 0% DMSO only, 100% 113 µM cGMP; activation, % at 11.4 µM; 0.079% of 340,000 active; AID 504700, 2011;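 active = activation above a cutoff set at the mean over all compounds plus 3 SD, cut at about 18% in these data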;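 also: higher means more holoenzyme dissociation and a rise in polarization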
# Target sequence (P31323 whole entry, looked up, other chains not shown, the tested form may be a part): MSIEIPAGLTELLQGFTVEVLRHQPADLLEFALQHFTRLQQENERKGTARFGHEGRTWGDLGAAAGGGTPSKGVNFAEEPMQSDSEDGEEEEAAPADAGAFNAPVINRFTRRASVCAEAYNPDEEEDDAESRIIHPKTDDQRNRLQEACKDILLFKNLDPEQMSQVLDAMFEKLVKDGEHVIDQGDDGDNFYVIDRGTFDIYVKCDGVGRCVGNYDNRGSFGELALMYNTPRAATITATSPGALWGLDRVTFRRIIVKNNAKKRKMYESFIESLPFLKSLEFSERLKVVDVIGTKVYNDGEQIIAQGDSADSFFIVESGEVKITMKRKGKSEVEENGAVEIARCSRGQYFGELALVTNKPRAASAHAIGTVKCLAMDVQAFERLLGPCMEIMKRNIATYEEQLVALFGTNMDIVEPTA
# phage Ecoli inh – growth loss of phage-infected E. coli, primary screen, RecBCD inhibitor project, absorbance, with phage, HTS; inhibition, % at 11.9 µM; 0.26% of 360,000 active; AID 651602, 2012; in the data active = inhibition above about 11%
# HTR5A inv ctr – HTR5A inverse agonists in luminescence cell assay, primary screen, counter-screen for OPRM1-OPRD1 heterodimer inverse agonist project, full-deck HTS. 5-hydroxytryptamine receptor 5A (Homo sapiens), P47898. HTR5A cell line, inverse agonism. inhibition, % at 9.3 µM. 0.083% of 340,000 active. AID 504634, 2011; in the data active = inhibition mostly above about 23%, no sharp cut-off; inactive = mostly below about 18%;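 also: 0% = cells with DMSO and 100% = no-cell wells with DMSO; some compounds called inactive have numbers as strong as hits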
# Target sequence (P47898 whole entry, looked up): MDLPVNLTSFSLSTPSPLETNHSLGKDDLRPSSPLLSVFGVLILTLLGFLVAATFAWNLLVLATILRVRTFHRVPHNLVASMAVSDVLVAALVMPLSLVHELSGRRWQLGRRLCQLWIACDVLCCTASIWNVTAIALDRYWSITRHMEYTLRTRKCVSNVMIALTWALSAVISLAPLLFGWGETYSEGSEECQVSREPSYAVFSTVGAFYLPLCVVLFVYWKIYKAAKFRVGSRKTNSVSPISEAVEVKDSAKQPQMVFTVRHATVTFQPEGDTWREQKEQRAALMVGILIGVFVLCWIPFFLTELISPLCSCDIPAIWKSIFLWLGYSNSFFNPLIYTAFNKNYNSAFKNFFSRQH
# E coli growth – E. coli V3065 growth inhibition, primary screen, counter-screen for AddAB inhibitor project, absorbance, OD600; inhibition, % at 11.9 µM; 18 h; 0.27% of 330,000 active;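 active = inhibition above the campaign's mean inhibition across all tested compounds plus 3 SD, cut at about 9.9% in these data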;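 also: uninfected addAB+ strain grown without phage in ampicillin broth; 0% = DMSO wells and 100% = ciprofloxacin 0.95 µg/ml wells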
# AddAB inh – growth inhibition of E. coli expressing H. pylori AddAB, primary screen, AddAB inhibitor project, absorbance. inhibition, % at 11.9 µM. 0.29% of 330,000 active. AID 435030, 2010; in the data active = inhibition above about 12%;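 also: 0% = vehicle wells of infected cells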
# MOR-DOR inv ag – inverse agonists of MOR-DOR heterodimerization, primary screen, cell-based, luminescence | 0.21% of 340,000 active | cell-based MOR-DOR heterodimer luminescence, inverse agonism | inhibition, % at 9.3 µM | Mu-type opioid receptor (Homo sapiens) + Delta-type opioid receptor (Homo sapiens), …; in the data active = inhibition above about 22%, passing the limit was not always enough;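 also: 0% = cells with DMSO and 100% = wells without cells with DMSO; values of inactives mirror those of a sister screen read the other way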
# MOR-DOR ag – agonists of OPRM1-OPRD1 heterodimerization, primary screen, cell-based, luminescence; activation, % at 9.3 µM; Mu-type opioid receptor (Homo sapiens) + Delta-type opioid receptor (Homo sapiens), …; 0.3% of 340,000 active; cells; in the data active = activation above about 18%;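 also: 0% = vehicle-treated cells and 100% = reference agonist; values of inactives mirror those of a sister screen read the other way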
# PKA-R1A activ – activators of PKA-R1A holoenzyme, primary screen, biochemical, fluorescence polarization, Cy5-IP20, bovine R1A, mouse PKAc | PKA-R1A dissociation; scaled: DMSO 0%, 113 µM cGMP 100% | activation, % at 11.4 µM | 0.083% of 340,000 active | AID 504707, 2011;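 active = percent activation above the mean of all tested compounds plus 3 SD, cut at about 19% in these data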;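 also: higher means more PKAc released from R1A so a rise in polarization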
# PfHsp90 yeast 2 – growth inhibition of PfHsp90-expressing yeast, primary screen, antimalarial PfHsp90 inhibitor project, S. cerevisiae, BacTiter-Glo luminescence, single point, set 2; 0.32% of 310,000 active; BacTiter-Glo ATP, 48 h; yeast lacking PDR1 and PDR3 efflux regulators; inhibition, % at 9.4 µM;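 active = every replicate shows inhibition above about 80%, whatever the replicate mean, limit read from the data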;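 also: 0% = DMSO neutral controls and 100% = 20 µM radicicol positive controls; yeast relying on Plasmodium falciparum Hsp90 in place of its own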
# Mot1-301 SUMO – yeast Mot1-301 growth rescue at high temperature, primary screen, SUMOylation pathway inhibitor project, S. cerevisiae, ATP luminescence, 38.5C; S. cerevisiae Mot1-301 growth rescue; percent above DMSO median, 100 means doubled; growth rescue, % at 18.8 µM; 1% of 320,000 active; AID 2716, 2010;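 active = every valid replicate shows activation above 250% relative to neutral control wells; inactive = the rest, any valid replicate at or below 250%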;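 also: OY570 slx delta 5 strain wells were the positive control but not used for scaling; some compounds called inactive have numbers as strong as hits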
# An asterisk follows results filed as active; · = no result given.
SMILES,Tat export inh,PKA-R2B act,phage Ecoli inh,HTR5A inv ctr,E coli growth,AddAB inh,MOR-DOR inv ag,MOR-DOR ag,PKA-R1A activ,PfHsp90 yeast 2,Mot1-301 SUMO
O=S(=O)(c1ccc(F)cc1)N1CCN(c2nc(-c3ccc(F)cc3)cs2)CC1,-1,-11,2.5,0,-1.1,3.5,9,-1.6,-4,10,2
COC(=O)C(N)Cc1ccc(O)c(O)c1 (stereo unspecified),7,-4,-1.0,5,0.8,1.2,10,-1.7,-1,17,15
COc1ccc2c(c1)-c1ccccc1S(=O)(=O)N2C,-7,2,2.8,0,0.1,0.3,9,-1.7,2,-27,1
O=[N+]([O-])c1nn(-c2ccc(Cl)cc2)n(O)c1=NCc1ccncc1,-3,-2,1.0,1,3.3,3.0,-36,7.1,-11,-2,117
CCOc1cc(N2CCOCC2)c(OCC)cc1NC(=O)COC(=O)[C@H](Cc1c[nH]c2ccccc12)NC(C)=O,3,-11,3.3,-32,-0.7,1.0,12,-2.2,6,15,2
COC(=O)C1CCN(C(=O)CC(NC(=O)C(F)(F)F)c2cccs2)CC1 (stereo unspecified),0,7,1.0,8,-1.0,-1.7,9,-1.6,-7,-9,-9
O=C(O)CSCC(=O)Nc1ccccc1SCCS(=O)(=O)c1ccc(Cl)cc1,6,-1,2.1,-18,·,·,18,-3.9,-6,1,53
O=C(CN1C(=O)S/C(=C\C=C\c2ccccc2)C1=O)Nc1ccc(C(=O)O)cc1,2,-10,-0.5,2,0.6,-0.5,15,-2.9,-12,7,-1
O=C(Cn1c(-c2cscn2)nc2ccccc21)Nc1cc(F)ccc1F,-2,0,3.5,·,0.1,-0.2,·,·,-3,·,-23
Cc1cccn2c(NC(=O)c3cccs3)c(-c3ccccc3)nc12,-3,-8,3.0,-8,5.0,4.4,22,-4.2,-11,-10,-1
COc1ccc([N+](=O)[O-])cc1NC(=O)CSc1nccc(C)n1,-12,-14,2.5,5,-1.0,3.5,12,-2.4,-1,1,-1
Oc1ccc2c(c1)c1ccccc1c1ncccc21,8,-8,2.6,-11,·,·,2,-0.3,-10,·,·
COc1ccc(OC)c(S(=O)(=O)NC2CCCCNC2=O)c1 (stereo unspecified),-7,-4,0.7,-9,1.2,3.0,4,-1.0,-3,0,-12
COc1cc(OC)cc(C(=O)N2CCN(C(=O)c3cccnc3)CC2)c1,-4,7,2.2,18,0.8,0.7,5,-1.1,8,-1,6
O=C(NCc1ccco1)c1cc(Cl)nc(Cl)c1,0,-13,1.8,2,2.6,2.5,7,-1.4,-3,-4,32

# Compound profiles (already shown). Order of values: Tat export inh	PKA-R2B act	phage Ecoli inh	HTR5A inv ctr	E coli growth	AddAB inh	MOR-DOR inv ag	MOR-DOR ag	PKA-R1A activ	PfHsp90 yeast 2	Mot1-301 SUMO
# Record of O=C(Cn1c(-c2cscn2)nc2ccccc21)Nc1cc(F)ccc1F = -2	0	3.5	·	0.1	-0.2	·	·	-3	·	-23
# Record of Oc1ccc2c(c1)c1ccccc1c1ncccc21 = 8	-8	2.6	-11	·	·	2	-0.3	-10	·	·

# Additional records follow.
SMILES,Tat export inh,PKA-R2B act,phage Ecoli inh,HTR5A inv ctr,E coli growth,AddAB inh,MOR-DOR inv ag,MOR-DOR ag,PKA-R1A activ,PfHsp90 yeast 2,Mot1-301 SUMO
COC(=O)c1cccc(NC(=O)CCc2ccccc2)c1,0,-8,2.8,-1,-2.4,3.4,-14,2.6,-8,-7,-5
O=C(CSc1nncc2ccccc12)Nc1ccccc1,4,-4,2.3,-13,0.6,-1.1,-16,1.9,-4,3,-11
CCn1c(SCc2nc(-c3ccccc3)no2)nnc1-c1ccco1,4,9,0.3,14,1.3,2.4,4,-0.8,1,18,424
CC1=C(C)N(C)[C@H](c2ccccc2Br)[C@H](O)C1=O,-1,11,2.2,10,·,·,12,-2.5,13,-6,·
COc1ccccc1NC(=O)Nc1ccnn1C1CCN(C(=O)c2cscn2)CC1,-6,-3,0.6,5,-2.1,0.5,14,-2.8,2,-24,-15
CCOC(=O)c1[nH]ncc1CN1CCCC(C(=O)c2ccc(SC)cc2)C1 (stereo unspecified),1,-6,2.6,1,-2.4,-0.3,5,-0.9,-2,-1,4
N#CC1=C(SCC(N)=O)NC2=C(C(=O)c3ccccc32)C1c1ccc(Cl)cc1 (stereo unspecified),-3,-5,1.9,-8,-2.8,1.6,17,-3.8,-2,-29,12
CCOc1ccc(NC(=O)CNC(=O)c2ccco2)cc1,0,-2,-0.5,9,0.9,2.0,17,-3.6,5,-2,-14
CCCCN1C=C(C(=O)c2ccccc2)C(=O)CC1,-15,-9,1.4,-8,·,·,12,-2.5,-9,-6,·
Cc1ccccc1OCCC(=O)OCC(=O)Nc1c(F)cccc1F,2,-1,0.1,-8,-0.9,-1.5,22,-4.2,7,·,14
CCC(=O)N1CCc2cc(S(=O)(=O)NC(C(=O)N3CCc4ccccc4C3)C(C)C)ccc21 (stereo unspecified),-4,-1,2.7,12,-0.4,4.9,-6,1.3,-9,-12,159
CN(C)CCCNC(NC(=O)/C=C/c1ccccc1)C(Cl)(Cl)Cl (stereo unspecified),5,-6,-0.5,-8,1.2,4.8,13,-2.6,5,3,-13
O=C(CN1CCCC1)Nc1cc(C(F)(F)F)cc(C(F)(F)F)c1,-3,3,4.7,-12,2.3,1.0,-3,0.7,-2,-2,-14
COc1cccc(N/C=C(\C#N)c2ccc(OCCCF)cc2)c1,2,-5,0.5,4,-0.2,1.1,-4,0.8,-2,-7,-4
COC(=O)COc1ccc(S(=O)(=O)N2CCN(c3ccc(OC)cc3)CC2)cc1,9,0,3.5,-7,-1.2,2.8,15,-3.0,-3,10,-2
COc1cc(C(=O)N/N=C/c2ccc(OC)c(CN3CCN(c4ccc(F)cc4)CC3)c2)ccc1O,-1,3,1.3,13,-0.8,2.6,2,-0.4,-10,-2,691
Cc1ccccc1C(=O)Nc1nnc(-c2ccncc2)o1,1,-2,-0.5,-14,2.3,1.2,0,-0.1,-4,-5,11
CCCCCCN1CC(O)=C(c2ccccc2)C1=N,-4,1,2.7,-21,-1.0,4.8,2,-0.4,-6,4,-7
O=C(CNC(=O)c1ccncc1)N/N=C/c1cc(Br)ccc1O,-4,-7,0.2,-12,-2.6,0.7,7,-1.3,-12,-24,-1
COc1ccccc1NC(=O)Nc1nc(CC(=O)N2CCN(c3ccccc3OC)CC2)cs1,4,8,3.4,-18,-1.6,0.1,15,-2.8,0,·,-3
Cc1cccc(NS(=O)(=O)c2ccc(C(=O)NCC3CCCO3)cc2)c1C (stereo unspecified),-8,-11,2.4,17,-0.2,1.8,6,-1.8,-2,5,2
C=CCNC(=O)CN1CCC(O)(c2ccccc2)CC1,-3,-16,0.5,-10,-0.6,1.3,15,-2.6,1,10,0
COc1ccc(CCNC(=O)[C@@H](NC(=O)N2CC(=O)Nc3ccccc32)C(C)C)cc1OC,-4,-3,-2.1,-9,0.7,0.4,3,-0.6,2,-11,-20
COc1ccc(CCCc2n[nH]c(=S)o2)c(C)c1,3,-14,3.6,14,-4.0,3.0,-6,0.9,-5,-1,-25
COc1ccccc1N1CCN(/N=C/c2cc(OC)c(OC)c(OC)c2)CC1,11,-14,2.5,-9,-0.4,0.3,2,-0.3,8,·,2
CC(C)=CC(=O)Nc1ccc2c(c1)OCO2,-4,-12,-1.5,14,-2.3,-0.2,-1,0.2,-12,8,-7
CC(C)c1ccc(C(C(=O)NC2CCCC2)N(C(=O)c2csnn2)C2CC2)cc1 (stereo unspecified),6,10,0.0,4,-1.4,1.5,0,0.0,7,-21,-2
CCCCn1c(N)c(N(CCOC)C(=O)c2ccc3c(c2)C(=O)N(c2ccccc2Cl)C3=O)c(=O)[nH]c1=O,0,-8,1.5,-16,1.4,0.7,5,-1.0,-8,13,-8
CCCCCCCC/C=C\CCCCCCCC(=O)NCCO,43,-1,3.8,-9,-0.2,1.1,-2,0.4,-14,109*,9
O=C(COc1ccc(F)cc1Br)NCc1ccccn1,0,-14,3.0,14,0.1,1.5,5,-0.9,1,·,-6
COc1cccc(C(=O)/C=C/Nc2ccc(NC(C)=O)cc2)c1,7,-8,1.6,-17,0.1,1.3,10,-1.9,5,-7,-17
O=C(Nc1ccc(Cl)cc1Cl)C1CCCO1 (stereo unspecified),-11,4,2.9,-9,-0.4,-0.8,21,-4.6,-14,5,2
CSc1nc2nc(C)c(C/C=C/c3ccccc3)c(=O)n2[nH]1,-1,0,6.3,-7,1.7,5.5,2,-0.5,4,-20,-6
CC(C)CCNc1nnnc2c1sc1nc(N3CCOCC3)c3c(c12)CC(C)(C)SC3,23,3,4.6,7,-0.7,2.3,7,-1.1,7,-48,19
Cn1c(CNC(=O)c2ccco2)nnc1SCC(=O)Nc1ccccc1Cl,-1,3,6.8,5,0.8,0.9,13,-2.7,-3,-15,319
O=C(COC(=O)c1c[nH]c2ccccc12)Nc1cccc(F)c1,2,2,1.5,14,0.9,0.0,-11,2.7,-2,·,-19
Cc1ccc(N2CC3=C(C2=O)C(c2ccccc2)NC(=O)N3C)cc1 (stereo unspecified),2,6,2.2,0,-0.8,1.1,4,-1.0,-5,-32,37
N#CCCN1CCN(C(CNS(=O)(=O)c2ccc(Cl)cc2)c2ccccc2)CC1 (stereo unspecified),2,-1,3.3,-5,0.2,4.1,-3,0.5,4,-4,1
Cc1cccc(OCCOCCSc2ncccn2)c1,-7,-10,2.2,-11,1.1,1.2,9,-1.9,1,8,-11
COc1ccc(CCNc2cc(C)nc3c(-c4ccc(Cl)cc4)c(C)nn23)cc1OC,-2,0,-1.8,-10,-0.4,0.8,-30,5.9,-8,21,11
COc1cc(-c2nc3ccccc3c(=O)n2N)cc(OC)c1OC,2,7,1.8,-11,2.0,-0.9,13,-2.0,-4,10,-15
CCCCNS(=O)(=O)c1ccc(NC(=O)Cc2ccccc2[N+](=O)[O-])cc1,-11,0,4.2,-2,1.5,3.2,16,-3.0,-3,-12,17
COCCCN1C(=O)C(O)=C(C(=O)c2ccco2)C1c1ccc(Br)cc1 (stereo unspecified),-5,0,-0.5,-24,-3.6,-1.1,13,-2.4,7,4,-21
Cc1cc(C)nc(-n2nc(C)cc2NC(=O)COC(=O)CCC(=O)c2cccs2)n1,3,-7,-0.1,-9,-0.6,4.2,17,-4.0,-10,-31,15
CCc1cccc(CC)c1NC(=O)c1ccccc1CCc1ccccc1,1,-3,0.2,4,-1.6,-4.9,-29,4.8,8,-9,-18
Cc1nc(C(=O)NCCO)cc2c1[nH]c1ccccc12,4,3,1.5,-2,·,·,7,-1.6,-9,-7,5
